MEX-5 binding: C. elegans MEX-5 TCR-2 RNA binding activity. MEX-5/FITC-TCR2 RNA binding, fluorescence polarization; active compounds read low. AID 1832. 300,000 compounds, 0.38% hits. activity score (negative = inhibition of binding), % at 10 µM. Q9XUB2;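 active = inhibition past about -25% in most replicates, and total fluorescence under double the plate's negative control median, limit read from the data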;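 note: 0% = DMSO and -100% = 5 µM competing unlabeled TCR2 RNA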
Target sequence (Q9XUB2 whole entry, looked up): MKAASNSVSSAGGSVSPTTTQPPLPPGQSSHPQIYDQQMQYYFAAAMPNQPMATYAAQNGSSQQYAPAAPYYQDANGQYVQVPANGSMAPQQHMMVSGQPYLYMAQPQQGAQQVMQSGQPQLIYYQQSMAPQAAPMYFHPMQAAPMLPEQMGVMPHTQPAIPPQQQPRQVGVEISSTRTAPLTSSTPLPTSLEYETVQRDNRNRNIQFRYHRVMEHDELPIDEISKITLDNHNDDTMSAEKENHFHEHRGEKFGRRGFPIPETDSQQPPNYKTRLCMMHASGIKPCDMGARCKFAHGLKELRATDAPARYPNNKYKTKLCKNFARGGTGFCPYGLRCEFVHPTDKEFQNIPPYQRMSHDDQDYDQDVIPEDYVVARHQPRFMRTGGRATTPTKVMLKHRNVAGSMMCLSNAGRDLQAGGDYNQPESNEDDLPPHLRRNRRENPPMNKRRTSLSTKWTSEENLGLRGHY
GLD-1 TGE inh: GLD-1-TGE RNA interaction inhibition (C. elegans); Q17339; purified GLD-1 + fluorescein TGE RNA, fluorescence polarization; inhibition, % at 5.96 µM; 320,000 compounds, 0.44% hits;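 active = percent inhibition above a per-plate cutoff, the plate mean of test compounds plus 3 SD, cut at about 30% in these data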;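 note: 0% = DMSO wells with GLD-1 and probe and 100% = wells lacking GLD-1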
Target sequence (Q17339 whole entry, looked up): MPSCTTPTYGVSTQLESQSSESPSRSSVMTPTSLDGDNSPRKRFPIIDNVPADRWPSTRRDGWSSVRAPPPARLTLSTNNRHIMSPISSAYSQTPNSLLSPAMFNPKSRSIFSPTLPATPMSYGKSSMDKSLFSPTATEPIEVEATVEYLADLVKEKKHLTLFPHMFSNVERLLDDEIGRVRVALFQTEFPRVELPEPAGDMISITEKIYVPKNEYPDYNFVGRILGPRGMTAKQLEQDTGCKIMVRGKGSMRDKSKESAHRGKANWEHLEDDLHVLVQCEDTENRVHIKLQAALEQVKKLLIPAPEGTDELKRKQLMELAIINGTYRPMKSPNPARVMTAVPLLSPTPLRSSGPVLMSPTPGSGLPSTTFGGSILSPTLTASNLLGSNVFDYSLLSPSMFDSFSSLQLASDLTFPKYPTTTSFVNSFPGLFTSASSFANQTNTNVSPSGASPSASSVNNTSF
Efflux pump inh: antifungal efflux pump inhibition, Nile Red retention | S. cerevisiae Candida pump triplex | inhibition, % at 10 µM | 330,000 compounds, 0.44% hits;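 active = plate passing quality check with inhibition over a set limit, or well fluorescence over plate mean plus 4 SD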;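 note: Nile Red retained in pooled yeast measured as flow cytometry median fluorescence; 0% = buffer negative control and 100% = Enniatin B positive control; higher means more Nile Red kept so more efflux inhibition; some compounds called inactive have numbers as strong as hits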
CR mimetic SO: yeast age-related superoxide inhibition as caloric restriction mimetic; 330,000 compounds, 0.18% hits; superoxide response (% of plate mean), % at 10 µM; AID 2690; S. cerevisiae aged cells, superoxide DHE fluorescence; active compounds read low;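 active = superoxide response under a set limit, about three screen SD below normal, cut at about 65% in these data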;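 note: yeast aged for seven days with compound at 30 °C before DHE staining; 100% = average MFI of all compound-treated wells on the plate with controls excluded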
Fam108B inh: counter-screen for RBBP9 inhibitors: inhibitors of mouse Fam108B. recombinant Fam108B, FP-Rh probe fluorescence polarization. inhibition, % at 9.51 µM. 300,000 compounds, 0.33% hits;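 active = inhibition above the screen mean inhibition plus 3 SD, computed separately per campaign, cut at about 18% in these data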;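 note: inhibitors lower polarization as less probe binds the enzyme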
EBNA-1 inhibitor: blocks EBNA-1 binding to DNA; EBNA-1 DNA binding, fluorescence polarization; inhibition, % at 14.8 µM; 300,000 compounds, 0.34% hits; in the data active = inhibition above about 28%
ZTA counter: counter-screen for EBNA-1 inhibitors: inhibitors of Epstein-Barr virus ZTA; P03206; ZTA-DNA binding, fluorescence polarization; inhibition, % at 11 µM; 320,000 compounds, 0.15% hits; AID 2234; in the data active = inhibition above about 33%
Bcl-xL primary: Bcl-xL (human) inhibition; Q07817; GST-Bcl-xL / FITC-Bim BH3 peptide fluorescence polarization; inhibition, % at 10.9 µM; 320,000 compounds, 0.7% hits;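 active = inhibition above the mean of all tested compounds plus 3 SD, cutoff set per campaign, cut at about 30% in these data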;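 note: 0% = DMSO wells and 100% = unlabeled Bim-BH3 peptide competitor; inhibitors lower millipolarization by displacing the labeled peptide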
MCL1-BIM inh: disrupts human MCL1 binding to BIM-BH3 peptide; Q07820; inhibition, % at 10.9 µM; GST-MCL1 / FITC-Bim-BH3 fluorescence polarization; AID 2057; 320,000 compounds, 0.68% hits;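 active = inhibition above the mean inhibition of all tested compounds plus 3 SD, set per campaign, cut at about 40% in these data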;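 note: 0% = DMSO wells and 100% = unlabeled Bim-BH3 peptide control; higher means more loss of mP so more displacement of Bim peptide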
Starred values were filed as active, the others as inactive; / = no result given; + = active, no number; & = joins results of further samples.

SMILES	MEX-5 binding	GLD-1 TGE inh	Efflux pump inh	CR mimetic SO	Fam108B inh	EBNA-1 inhibitor	ZTA counter	Bcl-xL primary	MCL1-BIM inh
Cn1c(CN2CCCC2)nc2cc(NC(=O)Nc3ccccc3)ccc21	0.7	3	0.0	86	1	11	11	2	5
O=C(NCc1ccco1)c1cnc2ccccn2c1=O	-1.3	-5	0.3	100	2	-4	7	3	-2
CCc1cccc2c(C=C(C#N)C#N)cn(CC(=O)N3CCCCCC3)c12	-2.9	-10	-0.1	102	2	-7	-4	7	2
Cc1ccc(S(=O)(=O)/N=C(\CN2CCOCC2)N2CCOCC2)cc1	2.1	-6	-0.1	108	-4	4	5	1	-1
Cc1cccc2nc(Cn3c(=O)n(CCC(=O)NCc4ccco4)c(=O)c4sccc43)cc(=O)n12	-0.5	4	0.2	79	7	-4	-11	6	6
COc1ccccc1/C=C\C=N\NC(=O)CCn1nnc2ccccc21	0.4	-8	-0.1	124	-3	23	9	6	11
CSc1nc2ccc(N3C(=O)C4CCCCC4C3=O)cc2s1 (stereo not given)	-0.8	-7	0.1	82	0	3	-5	1	-1
CCOC(=O)C1CCN(C(=S)NC2CC3C=CC2C3)CC1 (stereo not given)	0.5	-2	-0.1	96	-1	1	-7	7	17
CS(=O)(=O)c1ccc(Cl)c(NC(=O)c2cccc(Br)c2)c1	2.3	-3	5.8*	84	0	-3	-15	3	3
Nc1nnnn1CC(=O)N/N=C/c1ccc(-c2cccc(Cl)c2)o1	-1.1	-8	0.0	79	-17	12	-10	1	-3
Cc1ccc2c(c1)C1CN(C)CCC1N2C(=O)COc1ccc(N(C)C(=O)c2ccccc2)cc1 (stereo not given)	1.2	2	0.1	144	-7	-7	-12	-8	-2
CCCCCN(C(=O)NC(=O)Nc1ccc(C)cc1C)S(C)(=O)=O	0.2	-7	0.0	106	-2	-7	-2	-3	-4
O=S(=O)(c1ccc(Nc2ccc(-c3ccc4c(c3)OCCO4)nn2)cc1)N1CCCC1	1.6	0	0.0	99	16	11	-11	4	3
CCn1c(SCC(=O)N2CCCC2)nnc1-c1ccco1	0.6	4	0.2	84	2	-1	8	5	9
O=C(O)c1ccccc1NCCO	-0.1	5	-0.1	95	0	8	10	6	9
COC(=O)Cc1ccc(NC(=O)c2ccc(C(C)(C)C)cc2)cc1	-0.4	2	0.1	119	-1	2	6	3	-2
Cc1ccc2[nH]c(=O)c(C(c3nnnn3C(C)(C)C)N(Cc3ccco3)CC3CCCO3)cc2c1 (stereo not given)	2.1	4	0.0	87	-1	3	-5	3	-1
CN(C)c1nc2n(c(=O)n1)C(C#N)CS2 (stereo not given)	0.9	5	0.1	84	0	4	4	5	6
C=CCSc1nnc(NC(=O)CCNC(=O)c2ccco2)s1	-2.1	-2	0.1	92	0	1	9	4	-1
CCOc1ccc(N2C(=O)/C(=C/c3ccccc3)N=C2SC)cc1	1.2	0	-0.1	94	-1	-1	42*	-2	-1

As entered above:
In MCL1-BIM inh, CCOc1ccc(N2C(=O)/C(=C/c3ccccc3)N=C2SC)cc1 has the entry -1
In ZTA counter, Nc1nnnn1CC(=O)N/N=C/c1ccc(-c2cccc(Cl)c2)o1 has the entry -10

Next compounds follow.
SMILES	MEX-5 binding	GLD-1 TGE inh	Efflux pump inh	CR mimetic SO	Fam108B inh	EBNA-1 inhibitor	ZTA counter	Bcl-xL primary	MCL1-BIM inh
CCOC(=O)Cc1nc2ccccc2[nH]1	-2.1	5	-0.1	77	6	11	1	6	11
COC(=O)c1ccc(CN2CCN(CCCc3ccccc3)C(CCO)C2)cc1 (stereo not given)	-1.5	4	-0.1	86	0	4	-18	4	2
O=C(NC1CCCC1)c1cnn2c(C(F)(F)F)cc(-c3ccc4c(c3)OCO4)nc12	0.6	-7	0.2	85	5	-7	11	0	6
CC(Sc1nnc(-c2ccc(C(C)(C)C)cc2)n1C)C(N)=O (stereo not given)	/	9	0.0	116	1	1	12	-9	-2
CC(C)(C)NS(=O)(=O)c1ccc(CCC(=O)NCc2ccccn2)cc1	0.0	11	-0.1	100	3	-3	-11	-3	1
O=C(Nc1cccc(Cl)c1)N1CCOCC1	1.3	-7	0.3	102	-6	-25	-14	-4	-3
CCCOc1ccc(C(CC(=O)O)NC(=O)C(c2ccccc2)c2ccccc2)cc1 (stereo not given)	/	1	0.0	94	/	/	-2	9	1
Cc1ccc(Sc2cc(C(=O)NCCN(C)C)c3ccccc3n2)cc1	-1.6	3	0.1	102	-3	2	0	0	-2
COc1cc(C(=O)N2CCN=C2c2ccccc2)cc(OC)c1OC	/	5	0.0	108	-3	3	-31	4	-1
COC(=O)c1ccc(N2CCN(C)CC2)c(NC(=O)c2sc3ccccc3c2Cl)c1	-0.2	5	0.3	93	-6	-12	-19	-3	-1
CC(NC(=O)c1cnccn1)c1ccc(S(N)(=O)=O)cc1 (stereo not given)	0.0	6	0.0	100	-3	-2	-7	8	7
CN1C(=O)C2(C(C#N)=C(N)Oc3c2oc(CO)cc3=O)c2ccccc21 (stereo not given)	-4.9	4	0.0	87	3	-3	-4	5	7
Cc1cc(NC(=O)CSc2ccc(-c3ccc(Br)cc3)nn2)no1	-5.0	-1	-0.1	87	-7	0	0	8	7
C(=C\c1nnc2c3ccccc3ncn12)/c1ccccc1	-2.2	0	-0.5	93	-4	15	26	1	5
COc1ccc(N(C)S(=O)(=O)c2cccc(C(=O)Nc3nc(C)c(C(C)=O)s3)c2)cc1	/	11	0.4	121	/	/	-3	0	-4
CCCCc1nnc(NC(=O)Cn2cnc3ccccc3c2=O)s1	-1.8	-3	-0.1	107	0	5	5	6	0
O=c1c2ccccc2nc2n1C(CSc1ccc(Br)cc1)CN2 (stereo not given)	-2.5	4	-0.1	75	0	2	1	7	3
N#CC(=C=[N-])c1nc2ccccc2nc1-[n+]1cccc(NC(=O)c2ccccc2)c1	0.6&-4.2	5&1	-0.1&0.1	101&101	-1&5	5&-6	-11&-2	9&2	7&-5
O=C(CN1C(=O)C2CC=C(Cl)CC2C1=O)NCc1ccccc1 (stereo not given)	-27*	42*	0.3	108	16	-2	14	41*	42*
CS(=O)(=O)N(CC(=O)Nc1ccccc1Sc1ccccc1)C1CCCCC1	0.1	-1	0.2	99	2	4	-5	-4	1
CCCNC(=O)Nc1nc2ccccc2s1	-0.2	-2	-0.1	110	-4	-12	-14	0	7
Cc1cc(Nc2ccccc2)n(C(=O)c2ccc(N)cc2)n1	/	-4	0.1	102	2	-9	12	5	1
Clc1ccc2[nH]c(-c3ccccc3)cc2c1	-1.1	4	-0.1	93	7	-4	1	+	2
COc1ccc(C/C(N)=N/OC(=O)C(c2ccccc2)c2ccccc2)cc1OC	-0.9	6	0.1	113	4	13	5	-5	-1
Cn1cnnc1SCC(=O)Nc1ccc2nc(SCc3ccccc3F)sc2c1	-0.1	5	-0.1	112	-4	-4	5	-1	0
C=C(C)CNC(=O)CCc1nnc(Cc2cccc(C(F)(F)F)c2)o1	0.4	-11	0.0	111	3	8	-7	0	10
CC(C)(C)c1ccc(C(=O)N2CCCCCC2=O)cc1	0.7	-5	0.0	110	0	-7	-15	8	1
CCOC(=O)/C=C/C(=O)N1CCN(C(=O)/C=C/C(=O)OCC)CC1	-2.3	3	-0.1	101	-2	9	6	7	-2
Cc1nc2ccc(NC(=O)N3CCSCC3)cc2nc1C	-0.4	2	0.0	100	5	-7	0	6	-2
CC(=O)Nc1ccc(S(=O)(=O)N(C)CC(=O)NC2CCCC(C)C2C)cc1 (stereo not given)	-0.6	1	-0.1	84	-4	-6	-18	-12	-29
CC12CCC(=O)N1C(C(=O)Nc1ccc(S(=O)(=O)N3CCCCC3)cc1)CS2 (stereo not given)	0.0	-1	-0.1	103	-1	12	15	0	-7
CCC(NC(=O)CN1CCN(C(=O)c2cccs2)CC1)c1ccc(C)cc1 (stereo not given)	/	7	0.0	120	/	/	6	6	2
O=C1NC(NS(=O)(=O)c2ccccc2)(C(F)(F)F)C(=O)N1c1cccc(Cl)c1 (stereo not given)	-3.6	-2	0.1	115	-1	-19	6	-7	-10
CC(=O)CCS(=O)(=O)c1ccc(NC(C)=O)cc1	-0.4	-3	0.0	98	1	7	-4	2	3
CCN(c1ccccc1)C1(O)C(=O)c2ccccc2C1=O	1.5	7	0.1	96	1	-1	7	9	9
CCCc1cc(=O)oc2cc(OCc3ccc(OC)cc3)c(Cl)cc12	1.8	-1	0.2	90	1	8	-2	4	14
Cc1cc(C)c(S(=O)(=O)Nc2ccc(-c3cn4ccccc4n3)cc2)c(C)c1	0.3	2	-0.2	92	4	1	-16	7	21
Cc1cc(C)nc(NC(N)=S)n1	-1.2	4	0.0	100	0	-1	4	-3	3
COc1cc(OC)c(N(C)S(=O)(=O)c2cccc(C(=O)OCC(=O)c3c[nH]c4ccccc34)c2)cc1Cl	1.4	1	-0.1	114	-55	-3	10	-1	-25
NNC(=O)c1oc2nc(-c3cccs3)cc(-c3ccco3)c2c1N	0.5	-42	0.1	97	24*	-2	0	-32	-65
Cc1ccc2oc(C(F)(F)C(F)F)cc(=O)c2c1	1.5	-4	0.1	98	-3	3	4	1	4
O=C(C1=C[C@@H](c2ccc(C(F)(F)F)cc2)C[C@@H](OCc2ccc(CO)cc2)O1)N1CCN(Cc2ccccc2)CC1	3.7	10	-0.1	89	1	11	-17	8	8
O=S(=O)(Nc1ccc2nc(-c3ccco3)[nH]c2c1)c1ccccc1	-2.4	-1	-0.2	102	5	-9	-15	5	4
Cc1csc(NC(=O)CSc2ncnc3c2cnn3-c2ccccc2Cl)n1	1.3	5	0.0	85	-2	-9	4	7	3
CC(C)C(=O)N(Cc1cc2ccccc2[nH]c1=O)C(C)(C)C	-1.7	3	0.0	96	0	7	10	3	3
Cc1onc(-c2c(Cl)cccc2Cl)c1NC(=O)NN(C)C	-0.9	-5	0.3	102	-1	0	-2	2	-5
CCSC1=C(C#N)C(c2ccccc2C)CC(=O)N1 (stereo not given)	0.2	3	-0.1	99	4	0	-24	5	7
Cc1cccc(C)c1NC(=O)C(c1cccs1)N(Cc1ccco1)C(=O)Cn1nnc2ccccc21 (stereo not given)	-6.2	1	0.2	83	0	2	0	8	9
CC1(c2ccccc2Cl)NC(=O)N(CC(=O)NCc2ccc3c(c2)OCO3)C1=O (stereo not given)	0.2	-2	-0.2	96	-3	-10	-7	0	-2
COc1ccccc1C(CCNCc1ccc(N(C)C)cc1)c1ccc(OC(C)C)cc1 (stereo not given)	-1.5	-5	0.1	93	1	-7	11	1	2
O=C(O)c1ccc(Cl)c(NC(=O)C2CCCN2S(=O)(=O)c2cccc3nsnc23)c1 (stereo not given)	3.5	7	-0.1	100	1	15	18	4	7
O=C(Nc1ccccc1)C(c1ccccc1)c1ccccc1	-0.6	-8	0.4	127	-9	-4	3	-1	4
COc1cccc(C(=O)N2CCN=C2SC)c1	1.5	4	0.0	95	3	7	16	2	1
CC(NC(=O)C(=O)NCCC1=CCCCC1)c1ccccc1 (stereo not given)	0.2	4	0.1	97	-1	7	10	7	2
COc1ccc(C(=O)N/N=C2/SCC(=O)N2Cc2ccc3c(c2)OCO3)cc1OC	-4.4	2	0.2	80	-2	-2	-3	-2	-4
Cc1onc(-c2ccccc2Cl)c1C(=O)NC(=S)Nc1ccc(C(C)C)cc1	0.8	10	-0.2	110	-9	6	16	3	7
